A3G deaminase – APOBEC3G (human) deaminase inhibition; Q9HC16; inhibition, % at 20 µM; recombinant A3G, ssDNA deamination FAM/TAMRA fluorescence; AID 493012; 330,000 tested, 0.28% active;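 active = inhibition of at least 40% at 20 µM, with no more than 30% in the related APOBEC3A deaminase screen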;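 note: plate controls were DMSO wells with A3G for no effect and wells lacking A3G enzyme for full effect; some compounds called inactive have numbers as strong as hits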
Target sequence (Q9HC16 whole entry, looked up): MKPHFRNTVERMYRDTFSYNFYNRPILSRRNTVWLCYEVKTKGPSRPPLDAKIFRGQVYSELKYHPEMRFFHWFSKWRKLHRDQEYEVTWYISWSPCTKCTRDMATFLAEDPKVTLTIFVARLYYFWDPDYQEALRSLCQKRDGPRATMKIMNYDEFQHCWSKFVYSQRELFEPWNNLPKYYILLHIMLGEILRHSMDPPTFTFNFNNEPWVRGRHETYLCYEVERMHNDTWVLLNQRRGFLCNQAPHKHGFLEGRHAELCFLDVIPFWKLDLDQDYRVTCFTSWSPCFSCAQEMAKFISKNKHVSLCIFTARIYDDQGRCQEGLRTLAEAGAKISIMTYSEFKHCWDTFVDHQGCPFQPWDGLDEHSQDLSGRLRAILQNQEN
Apaf1 inhib – human Apaf-1 inhibition | O14727 | reconstituted apoptosome caspase-3 activity, DEVD-Rh110 fluorescence | inhibition, % at 20 µM | 330,000 tested, 0.71% active; active = inhibition of at least 40% at 20 µM;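 note: plate controls were DMSO wells for no effect and DEVD-CHO caspase inhibitor wells for full effect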
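Material: reconstituted apoptosome with Apaf-1, cytochrome c, caspase-9, procaspase-3, dATP. Technique: Rh110 fluorescence intensity. Buffer or medium: pH 7.5 Hepes buffer with CHAPS, BSA, DTT. Times: 30 min plus 50 min, RT.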
SENP7 block – blocks the human protease SENP7; Q9BQF6; recombinant SENP7, Z-RLRGG-aminoluciferin luminescence, 40 min; inhibition, % at 5 µM; 330,000 tested, 1.5% active;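 active = inhibition above about 50% at the single test dose, limit read from the data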;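 note: plate controls were DMSO with enzyme for no effect and no enzyme buffer wells for full effect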
SENP8 block-1 – SENP8 (human) protease inhibition; 360,000 tested, 0.64% active; inhibition, % at 20 µM; AID 602440; recombinant SENP8, Nedd8 substrate fluorescence; in the data active = inhibition mostly above about 40%, no sharp cut-off; inactive = mostly below about 27%
Target sequence (Q96LD8 whole entry, looked up): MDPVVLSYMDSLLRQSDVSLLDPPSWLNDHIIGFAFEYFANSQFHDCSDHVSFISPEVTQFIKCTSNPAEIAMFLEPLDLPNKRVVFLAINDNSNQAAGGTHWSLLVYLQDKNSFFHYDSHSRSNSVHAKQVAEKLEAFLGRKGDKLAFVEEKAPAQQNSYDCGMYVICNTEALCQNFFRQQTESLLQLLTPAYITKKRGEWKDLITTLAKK
SENP6 block – inhibitors of human SENP6 protease. Q9GZR1. Recombinant SENP6 catalytic domain, aminoluciferin luminescence. inhibition, % at 10 µM. 330,000 tested, 1.8% active;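 active = inhibition above about 50% at the single tested dose, limit read from the data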;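 note: plate controls were DMSO wells with enzyme for no effect and DMSO wells lacking enzyme for full effect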
UBC13 inh – inhibitors of human UBC13 polyubiquitin chain formation; 330,000 tested, 0.47% active; TR-FRET; inhibition, % at 20 µM; AID 485273; P61088; in the data active = inhibition above about 45%, passing the limit was not always enough
Target sequence (P61088 whole entry, looked up): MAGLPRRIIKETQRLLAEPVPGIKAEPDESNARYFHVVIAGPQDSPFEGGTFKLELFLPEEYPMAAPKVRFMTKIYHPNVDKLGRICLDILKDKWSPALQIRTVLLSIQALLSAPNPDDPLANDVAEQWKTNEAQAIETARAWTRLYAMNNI
SENP1 inh – inhibitors of human SENP1 SUMO protease catalytic domain; Q9P0U3; recombinant SENP1 catalytic domain, CyPet-SUMO1-YPet FRET cleavage; inhibition, % at 10 µM; 360,000 tested, 0.21% active; AID 624204;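 active = inhibition at least 30% at 10 µM, raw YFP signal under a set limit, fluorescence ratio 0.5 to 1.5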;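 note: 0% = enzyme with DMSO and 100% = no enzyme wells; some results filed as inactive read as strong as hits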
Target sequence (Q9P0U3 419-644 limits assumed): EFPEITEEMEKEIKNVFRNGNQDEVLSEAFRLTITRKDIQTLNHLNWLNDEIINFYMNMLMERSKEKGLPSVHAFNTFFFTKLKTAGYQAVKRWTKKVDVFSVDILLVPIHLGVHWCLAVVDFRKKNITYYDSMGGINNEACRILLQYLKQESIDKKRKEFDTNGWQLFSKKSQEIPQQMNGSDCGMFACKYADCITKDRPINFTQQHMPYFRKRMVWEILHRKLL
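Test system: recombinant human SENP1 catalytic domain, His6-tagged / Medium: pH 8 Tris buffer with EDTA, NaCl, BME, BSA, NP40, catalase / Also added: SUMO1 FRET substrate flanked by Cypet and Ypet, 25 nM / Times: 50 min reaction at room temperature / Signal: FRET, CFP and YFP emission / Control set: no-enzyme low control and enzyme-plus-DMSO high control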
SENP8 block-2 – blocks the human protease SENP8; purified SENP8, Z-RLRGG-aminoluciferin cleavage, luminescence; inhibition, % at 10 µM; 330,000 tested, 1.2% active; AID 2540; in the data active = inhibition above about 50%
An asterisk follows results filed as active.

SMILES	A3G deaminase	Apaf1 inhib	SENP7 block	SENP8 block-1	SENP6 block	UBC13 inh	SENP1 inh	SENP8 block-2
CC(C)(C)NC(=O)CN(Cc1cccs1)C(=O)c1csnn1	-2.4	-9.9	-2.9	3.6	-7.0	6.4	1.5	5.5
Cc1csc(SCC(=O)Nc2cc([N+](=O)[O-])ccc2F)n1	-3.7	-5.3	5.1	9.5	-5.0	4.0	1.5	3.1
Cc1ccc(CNC(=O)C2CCCN(c3nc4ccsc4c(=O)s3)C2)cc1 (configuration not stated)	-5.0	-7.8	-6.8	-283.5	-6.6	15.4	-1.4	2.3
Cc1ccc2nc(-c3cccnc3SCC(=O)N3c4ccccc4CC3C)[nH]c2c1 (configuration not stated)	-3.5	-2.3	-2.5	-164.8	54.8*	5.4	0.2	33.1
CC1(C)CC(=O)C(C=Nc2ccc3[nH]ncc3c2)=C(O)C1	-0.8	-8.3	4.8	-104.5	2.7	-3.0	-3.3	-4.1
O=C(COC(=O)CSc1ccc2ccccc2c1)NC1CC1	-5.2	6.8	2.9	11.0	-23.8	-4.5	-2.0	-8.2
CCc1ccccc1NC(=O)c1ccc(-n2c(C)ccc2C)cc1	1.3	17.2	-1.3	-14.3	-23.2	-15.7	-20.9	-7.9
Cc1ccc(CN2CC(C(=O)N3CCN(S(=O)(=O)c4ccc(C(C)C)cc4)CC3)CC2=O)cc1 (configuration not stated)	-7.9	29.2	3.0	0.3	7.1	2.0	1.9	3.6
COc1ccc(/C=C/C(=O)Nc2ccccc2C(=O)NCC(c2ccc(OC)cc2)N(C)C)cc1 (configuration not stated)	-2.1	31.1	-2.7	-238.7	5.9	1.3	-0.3	1.5
COC(=O)CSc1nc(C)c(Oc2ccccc2)c(=O)[nH]1	-4.0	-0.4	-5.8	28.1	10.7	0.2	2.9	-1.3
CCC(=O)Nc1ccc(N2CCCCC2)c(C(=O)Nc2ccc(OC)cc2)c1	0.5	22.4	6.1	-13.3	-3.8	4.2	1.2	1.8
CCCCOc1ccc(-c2ncc(Cl)cn2)cc1	7.1	-1.3	2.6	9.0	7.5	4.4	-15.9	-16.3
Cc1ccc(S(=O)(=O)CCSc2nc(C)cc(C)c2C#N)cc1	-5.8	16.6	-6.7	13.8	-25.5	-1.4	2.2	-3.1
Cc1ccc(C(=O)NCC(=O)N2CCN(c3ccccc3)CC2)cc1	-0.5	8.5	-0.1	13.7	8.8	-3.4	2.8	8.0
N#C/C(=C\c1ccc(O)c(O)c1)S(=O)(=O)c1ccccc1	7.0	2.2	2.5	16.0	7.1	-62.2	-27.8	-2.4
CN(C(=O)COC(=O)c1cccc(Cl)c1)C1CCS(=O)(=O)C1 (configuration not stated)	3.9	7.5	-2.0	22.9	-3.6	-5.6	-1.7	6.8
COc1cc2ccccc2cc1C(=O)Nc1cccnc1	-2.5	6.2	-8.6	-55.5	-1.7	-3.4	-0.7	-13.5
COc1cccc(-c2csc(N3CCN(Cc4ccccc4)CC3)n2)c1	-4.9	0.2	-3.2	-3.8	-6.5	-2.7	-33.8	-10.3
NC(=O)c1ccsc1NC(=O)c1ccc([N+](=O)[O-])o1	-10.0	16.2	-16.6	-29.8	-4.4	-28.9	-4.6	-24.2
Cc1nc2ccccc2c2oc(C(=O)N3CCCC(C)C3)cc12 (configuration not stated)	-4.4	7.0	19.0	11.0	-8.8	-4.6	-2.0	-7.7
COc1ccc(CN2C(=O)/C(=C/c3ccncc3)SC2=S)cc1	-12.9	15.9	2.0	23.4	-16.2	8.0	3.7	-9.1
CCOC(=O)c1c(NC(=O)CSc2nnc(-c3ccccc3C)n2C)sc(C(C)=O)c1C	-6.6	23.0	3.2	8.0	-10.4	-28.8	24.7	3.6
CCN(CC)C1=N/C(=C\c2ccc(OC)cc2)C(=O)N1c1ccccc1	-0.7	1.1	-0.7	-351.5	-5.6	-1.6	-71.1	0.8
O=C(O)C(C(=O)O)=C1C2CC3CC(C2)CC1C3	-4.4	-17.2	-2.3	10.7	-2.9	3.2	0.2	0.2
CC(C)NC(=O)CN1CCN(c2ncccn2)CC1	-4.2	-16.6	0.6	24.6	2.0	-2.1	0.4	-3.3
O=C(C1CC1)N1CCN=C1SCc1ccc(F)cc1	1.2	-4.1	10.8	7.9	-6.3	6.5	2.0	4.0
COCCOC(=O)C1=C(N)Oc2c(oc(CO)cc2=O)C1c1c(F)cccc1Cl (configuration not stated)	-0.9	-11.7	13.7	14.0	-12.1	-1.7	0.6	-10.3
CCC1CN(C(=O)N2CCC(C(=O)NCCc3ccc(OC)cc3OC)CC2)c2ccccc2O1 (configuration not stated)	-1.4	4.6	11.3	-0.5	-0.8	-1.5	-0.5	-5.4
O=C(Oc1ccc2ccccc2c1)c1cncc(Br)c1	-2.2	-5.7	2.6	12.2	-3.6	1.4	-0.2	0.4
CCOc1ccc(NC(=S)NC23CN4CN(CN(C4)C2)C3)cc1	-6.3	-2.8	3.8	16.1	14.3	-1.4	2.1	1.3
CC(=O)N1CCN(CC(=O)Nc2cc(F)ccc2C)CC1	-3.9	-4.5	12.0	11.8	2.0	-7.9	1.2	-7.0
COc1ccc(-c2nnc(SCC(=O)N3CCN(c4ccccc4)CC3)o2)cc1OC	-2.0	-7.3	1.4	2.9	-1.4	-2.9	2.7	10.3
O=C1N(Cc2cccnc2)C[C@@H]2C[C@@H](c3ccc(C(F)(F)F)cc3)N3CCC[C@@]123	-4.3	-6.5	12.9	9.7	14.0	2.3	2.1	-2.7
CCOc1ccccc1N1CC(C(=O)N(C)Cc2cccnc2)CC1=O (configuration not stated)	-3.1	1.4	-3.1	-4.4	-6.2	-1.0	-0.1	-0.9
CC(NC(=O)C1CCC1)c1ccc(Cl)cc1 (configuration not stated)	-5.9	-4.8	4.4	14.5	-3.9	2.2	2.1	-1.9
CC1CC1C(=O)OCC(=O)Nc1cccc(Br)c1 (configuration not stated)	-8.8	8.6	-7.3	11.1	-20.5	2.9	1.0	-2.1
N#Cc1ccc(S(=O)(=O)N2CCN(CC(=O)Nc3ccccc3C(=O)NC3CC3)CC2)cc1	-1.9	4.5	-8.1	3.1	-15.7	-1.6	1.0	-1.2
CN1CCN(Cc2nc3c(c(=O)n(C)c(=O)n3C)n2CCCc2ccccc2)CC1	-2.4	-2.1	2.1	6.7	-1.7	-2.7	0.0	0.5
Cc1ccc(OCC(=O)c2c(O)c3ccccc3oc2=O)cc1C	-1.1	-8.1	-0.2	-25.0	3.3	-10.5	-2.9	3.4
COc1ccc(C(=O)Nc2nc(C)cs2)cc1S(=O)(=O)N1CCCC1	-6.6	-20.1	-12.3	-3.0	0.1	6.8	0.9	-7.7

Shown as a hit in SENP6 block, of those listed so far:
SMILES | A3G deaminase | SENP7 block | SENP8 block-1 | SENP6 block | UBC13 inh | SENP1 inh | SENP8 block-2
Cc1ccc2nc(-c3cccnc3SCC(=O)N3c4ccccc4CC3C)[nH]c2c1 (configuration not stated) | -3.5 | -2.5 | -164.8 | 54.8* | 5.4 | 0.2 | 33.1

Additional results:
SMILES	A3G deaminase	Apaf1 inhib	SENP7 block	SENP8 block-1	SENP6 block	UBC13 inh	SENP1 inh	SENP8 block-2
NC(=O)c1ccc(Br)c(S(=O)(=O)N2CCCCC2)c1	-2.3	-10.6	-3.2	9.4	-16.2	4.5	1.3	-11.0
Cc1ccc(-c2nnn(CC(=O)N3C(C)CCCC3C)n2)cc1 (configuration not stated)	-1.8	-7.6	0.9	14.8	9.8	2.2	0.7	-3.8
CC(Sc1nc2ccccc2c(=O)n1C)C(=O)N(C)C1CCCCC1 (configuration not stated)	-4.4	-4.0	-5.5	3.9	-14.1	6.7	-6.8	0.9
O=C(CN1C(=O)c2cccc3cccc(c23)C1=O)N1CCN(c2ccccn2)CC1	-2.9	-14.1	8.7	-11.1	-2.8	6.8	0.4	7.6
O=C(N/N=C/c1ccc(O)c([N+](=O)[O-])c1)C1CC1(c1ccccc1)c1ccccc1 (configuration not stated)	-5.9	19.6	4.0	22.6	20.4	-42.9	2.2	1.4
COc1cnc(-c2ccccc2)nc1Oc1cccc(C)c1C	-6.7	-1.7	1.0	10.0	-6.5	5.2	1.3	0.2
CCOC(=O)c1ccc(-n2c(C)nc3ccccc3c2=O)cc1	-4.2	-12.1	-0.8	19.7	-4.6	5.1	-2.4	6.9
Cn1c(N)c(C(=O)COC(=O)/C=C/c2ccc(Cl)c(Cl)c2)c(=O)n(C)c1=O	-5.0	17.4	2.0	-9.5	6.7	2.4	-2.2	-5.2
CCCCNC(=O)CSc1nc(N)c(C(=O)Nc2ccc(OC)cc2)s1	2.0	3.7	-3.4	26.8	-17.4	-5.7	1.8	-2.4
O=C(COc1ccc(/C=N/NS(=O)(=O)c2ccccc2)cc1)NCc1ccccc1	-2.0	9.2	-7.0	14.8	-19.5	-16.4	-1.3	-7.1
O=C(CCCSc1nc2ccccc2[nH]1)Nc1ccccc1	-8.2	-2.1	1.5	18.8	-10.3	-2.4	-0.1	-6.0
CC(=O)Nc1c(C(=O)O)oc2ccc(Cl)cc12	-2.7	3.9	13.1	10.3	2.0	0.5	2.9	-2.9
C=CC[N@@+]12CC[C@]34c5ccccc5N5/C=C6\C7N(/C=C(\C53)[C@@H](C[C@@H]41)/C(=C/CO)C2)c1ccccc1[C@@]71CC[N@@+]2(CC=C)C/C(=C\CO)[C@@H]6C[C@@H]12 (some centres not stated)	-1.0	10.7	8.3	23.1	-2.3	4.6	1.6	-0.4
O=C(N/N=C/c1ccc(OC2CSC2)cc1)c1ccc(CN2CCOCC2)cc1	-6.4	6.6	4.3	-17.4	-14.2	2.1	0.9	5.9
CCOC(=O)C1=C(N)Oc2c(c(=O)[nH]c3ccccc23)C1c1ccccc1 (configuration not stated)	-11.0	3.3	2.8	-92.1	-2.6	-1.3	-5.9	-1.0
COC(=O)c1ccccc1N/C=C1\CCc2c(c(C)nn2-c2ccccn2)C1=O	32.5	69.3*	47.0	-411.4	35.1	-21.8	-133.1	9.6
N#CC1(NC(=O)COC(=O)c2ccccc2[N+](=O)[O-])CCCCC1	-6.9	-11.6	-1.5	2.7	-4.4	0.3	2.3	0.4
CC1=C(CC(=O)O)c2cc(F)ccc2/C1=C/c1ccc(S(C)=O)cc1 (configuration not stated)	-1.1	-1.6	2.2	6.1	-6.2	-0.3	0.6	2.9
CC(C)Cn1c(N)c(C(=O)COC(=O)c2cccn2C)c(=O)n(C)c1=O	-7.8	-6.3	-7.8	4.9	-1.9	11.5	0.3	2.8
O=C(Nc1ccc(Nc2ccccc2)cc1)c1ccco1	0.0	0.0	3.5	9.6	7.8	-0.1	-0.3	-17.7
COc1cc(NC(=O)C/C(C)=N/NC(=O)Cc2ccc(Cl)cc2)c(OC)cc1Cl	-6.9	6.2	9.9	19.8	10.6	8.7	2.4	0.3
CCCCc1ccc(NC(=O)COc2ccc(C(=O)Nc3ccccc3OCC)cc2)cc1	2.1	9.0	3.8	31.3	14.0	6.4	1.9	3.2
C/C(=C\CNc1ncnc2nc[nH]c12)CO	-8.0	-10.3	-5.8	26.1	-4.0	9.0	0.5	-2.4

Record cards, from the list above. Order of values: A3G deaminase | Apaf1 inhib | SENP7 block | SENP8 block-1 | SENP6 block | UBC13 inh | SENP1 inh | SENP8 block-2
Record of CCOC(=O)c1ccc(-n2c(C)nc3ccccc3c2=O)cc1 : -4.2 | -12.1 | -0.8 | 19.7 | -4.6 | 5.1 | -2.4 | 6.9
Record of O=C(N/N=C/c1ccc(OC2CSC2)cc1)c1ccc(CN2CCOCC2)cc1 : -6.4 | 6.6 | 4.3 | -17.4 | -14.2 | 2.1 | 0.9 | 5.9
Record of CCOC(=O)C1=C(N)Oc2c(c(=O)[nH]c3ccccc23)C1c1ccccc1 (configuration not stated) : -11.0 | 3.3 | 2.8 | -92.1 | -2.6 | -1.3 | -5.9 | -1.0
Record of CC(=O)Nc1c(C(=O)O)oc2ccc(Cl)cc12 : -2.7 | 3.9 | 13.1 | 10.3 | 2.0 | 0.5 | 2.9 | -2.9
Record of CCCCc1ccc(NC(=O)COc2ccc(C(=O)Nc3ccccc3OCC)cc2)cc1 : 2.1 | 9.0 | 3.8 | 31.3 | 14.0 | 6.4 | 1.9 | 3.2
